High-throughput results as filed in PubChem BioAssay.
MCF10A rerep – A quantitative high throughput screen for small molecules that induce DNA re-replication in MCF 10a normal breast cells. AID 624296, 2012. MCF 10A DNA re-replication, Hoechst nuclear intensity, 48 h. Potency, µM (doses to about 46.1 µM), for inactives: at the top dose activity, positive = re-replication, actives largely listed as activators. actives 2.9% (n = 350,000); further: potency means the concentration at half of the fitted maximal effect; % of control where 0% means no effect; nearly all actives have a fitted effect of over 50% in size
HepG2 viability – qHTS for Inhibitors of TGF-b: Cytotox Counterscreen | HepG2 CAGA-GFP viability, ATP luminescence, 18 h | Potency, µM (doses to about 46.1 µM), without a hit: at the top dose activity change, negative = cytotoxicity, hits mostly cytotoxic | actives 0.76% (n = 410,000) | AID 588856, 2011; further: potency means the concentration at half of the fitted maximal effect; some results filed as inactive show a strong effect at the top dose
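HepG2 CAGA-GFP cells (1000/well, DMEM with 1% FBS) received compound, then TGF-beta at 500 pg/mL final, and were incubated 18 hours at 37 degrees C. Viability was read by CellTiter-Glo luminescence. Media-only wells were set as complete cell-killing and DMSO as no toxicity.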
Nrf2 ARE act – qHTS of Nrf2 Activators; actives 0.31% (n = 410,000); AID 624171, 2012; Potency, µM (titrated, usually from 46.1 µM), inactives show at the top dose activation, actives largely listed as activators; AREc32 ARE-luciferase reporter (MCF7-derived line), luminescence, 24 h; further: potency means the concentration at half of the fitted maximal effect; % of control where 0% means no effect; nearly all actives have a fitted effect of over 65% in size
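Nrf2 activation is followed as ARE-luciferase induction in the AREc32 line after one day of compound treatment; luminescence is read with Steady-Glo.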
ATXN2 expr inh – Primary qHTS for Inhibitors of ATXN expression; HEK-293 ATXN2-luciferase reporter, luminescence, 24 h; Potency, µM (doses to about 57 µM), for inactives: top-dose activity change, negative = inhibition, hits mostly inhibitors; actives 0.72% (n = 360,000); AID 1745845, 2022; further: potency means the concentration at half of the fitted maximal effect; on the % scale 0 is the no-effect control and ±100 the full control effect; nearly all actives have a fitted effect of over 55% in size
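qHTS (up to 57 uM final) was run with 24 h compound exposure of reporter cells at 37 °C. Each well was multiplexed: SteadyGlo luminescence measured ATXN2-luciferase expression after a fluorogenic Gly-Phe-AFC viability readout (25 uM final).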
TGFb SMAD3 inh – qHTS for Inhibitors of TGF-b | HepG2 CAGA-GFP TGF-b/SMAD3 reporter, GFP fluorescence, 18 h; TGF-beta stimulated, 500 pg/mL final | Potency, µM (top dose mostly 46.1 µM), for inactives: at the highest dose activity, negative = inhibition, usual class: inhibitors | actives 1.2% (n = 410,000) | AID 588855, 2011; further: potency means the concentration at half of the fitted maximal effect; on the % scale 0 is the no-effect control and ±100 the full control effect; nearly all actives have a fitted effect of over 65% in size
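HEPG2 CAGA-GFP cells (1000/well, DMEM with 1% FBS) were pre-incubated 2 h at 37 degrees C, given compound by pin tool, then stimulated with TGF-beta at 500 pg/mL final for 18 h before per-cell GFP fluorescence imaging.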
IL-1B inflam inh – qHTS for Inhibitors of Inflammasome Signaling: IL-1-beta AlphaLISA Primary Screen | THP-1 LPS/ATP IL-1B secretion, AlphaLISA, 16 h; stronger effect = lower value | activity change, % at 57.5 µM | actives 4.7% (n = 360,000); in the data active means activity change below about -50%; inconclusive means mostly about -30% to -49%; further: on the % scale 0 is the no-effect control and ±100 the full control effect
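Secreted IL-1B measured by AlphaLISA bead assay after 16 h compound exposure of THP-1 cells; compounds (final up to 57.5 uM) added 1 h before LPS (250 ng/mL) and ATP (1.25 mM) stimulation; lower signal means less secretion.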
S2 tox – Viability Counterscreen for Primary qHTS for Inhibitors of ATXN expression; S2 cells (HEK-293 line with an ATXN2-luciferase reporter) viability, CellTiter-Fluor protease fluorescence, 24 h; Potency, µM (titrated, usually from 56.7 µM), usual class: cytotoxic; actives 0.49% (n = 400,000); AID 651635, 2014; further: potency means the concentration at half of the fitted maximal effect; nearly all actives have a fitted effect of over 40% in size
Nrf2 block – Nrf2 qHTS screen for inhibitors; AID 504444, 2011; Potency, µM (highest dose often 46 µM), inactives show at the top dose activity change, negative = inhibition, most hits filed as inhibitors; actives 2.1% (n = 360,000); A549 ARE-Fluc reporter, luciferase luminescence, 18-24 h; further: potency means the concentration at half of the fitted maximal effect; on the % scale 0 is the no-effect control and ±100 the full control effect; nearly all actives have a fitted effect of over 60% in size
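Nrf2 function is reported as luminescence of an ARE-controlled luciferase in A549 cells. Compounds were tested at several concentrations, and a CellTiter-Fluor read on the same wells flagged cytotoxicity.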
A549 tox – Nrf2 qHTS screen for inhibitors: counterscreen for cytotoxicity. A549 ARE-Fluc cells, CellTiter-Fluor viability, 18-24 h. Potency, µM (highest dose often 46 µM), for the others: top-dose activity change, negative = cytotoxicity, most hits filed as inhibitors. actives 0.16% (n = 390,000); further: potency means the concentration at half of the fitted maximal effect; on the % scale 0 is the no-effect control and ±100 the full control effect
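A549 ARE-Fluc cells in 5% FBS OPTI-MEM, 5000 cells/well, rested 2 h then exposed to compounds in concentration-response for 18-24 h at 37 °C. Viability by CellTiter-Fluor fluorescence (Ex 405/Em 525) after 30 min; luciferase luminescence (BugLite, 15 min, RT) read afterwards.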
* = called active by the depositor; i = inactive; ? = inconclusive; / = not tested or not shown; & = joins results of further samples; [ ] = remark or other dose. Unless noted, the call rests on the fitted dose curve; in most records, active means well fitted curve in the direction sought with a large enough effect; inconclusive means small, poorly fitted or top-dose-only effect, or another doubt; inactive means no such curve, though single readings can be large; an effect the other way counts as inactive or inconclusive. Not a hit list; any-hit rate near 8.8%.

No.	compound	A549 tox	Nrf2 block	IL-1B inflam inh	MCF10A rerep	ATXN2 expr inh	Nrf2 ARE act	TGFb SMAD3 inh	S2 tox	HepG2 viability
1	COC(=O)c1ccc(CNC(=O)c2ccc(S(=O)(=O)N(C)c3ccccc3OC)cc2)cc1	0%	23µM*	0	?	-10%	0.1%	?	i	-16%
2	CC1CC(C)CN(CCCNS(=O)(=O)c2ccc3c(c2)CCN3C(=O)C2CC2)C1 (stereo not given)	3%	7%	?	?	10%	-0.3%	18%	i	-4%
3	O=[N+]([O-])c1ccc(C=NNc2ccccc2)cc1	-16%	20%	-6	?	14%	7.1%	?	i	-20%
4	N#C/C(=C\c1cccnc1)C(=O)Nc1cccc(Cl)c1	1%	4%	-1	3%	-11%	0.1%	4%	i	-2%
5	COc1ccc(S(=O)(=O)N2CCOCC2)cc1NC(=O)c1ccc(S(=O)(=O)N(C)c2ccccc2OC)cc1	-2%	-16%	-4	10%	-14%	-0.6%	8%	i	13%
6	O=C(CCc1nnc2n(Cc3ccccc3Cl)c(=O)c3ccccc3n12)Nc1ccc(F)cc1	-2%	1%	/	/	/	0.1%	-12%	/	-17%
7	COc1cccc2cc(C(=O)N3CCC(C)CC3)c(=O)oc12	-10%	7%	-27	0%	10%	-0.2%	0%	i	4%
8	COC(=O)c1ccccc1N(C)C(=O)C12CCC(C)(C(=O)O1)C2(C)C (stereo not given)	-1%	/	-7	2%	-6%	-0.6%	25%	i	-20%
9	CCN1CCN(CC(=O)c2ccc(C)cc2)CC1	0%	?	9	6%	0%	-0.1%	4%	i	2%
10	O=c1[nH]c2cc(Cl)cc([N+](=O)[O-])c2c2ccc(Cl)cc12	/	/	22	/	/	5.2%	-2%	i	-4%
11	CC1(c2ccc(Cl)cc2)NC(=O)N(CC(=O)Nc2ccc(F)cc2)C1=O (stereo not given)	-10%	-3%	-10	7%	-14%	0.1%	0%	i	4%
12	CCCc1cc(=O)oc2cc(OCC(=O)NCc3cccs3)ccc12	3%	-11%	-8	-3%	-27%	0.5%	14%	i	-5%
13	COc1ccc(Br)cc1C(=O)N/N=C/c1cccnc1	1%	-2%	3	-2%	5%	-0.4%	0%	i	-12%
14	COc1ccc(-c2cc3ccc(O)c(CN4CCCC(C)C4)c3oc2=O)cc1OC (stereo not given)	19%	/	/	/	6%	-0.3%	6%	/	-26%
15	O=C(Nc1c(C(=O)N2CCOCC2)cnn1-c1ccccc1Cl)c1ccco1	-1%	9%	46	-9%	10%	-0.3%	-1%	i	0%

Whole records, looked up by structure:
Results for COc1ccc(S(=O)(=O)N2CCOCC2)cc1NC(=O)c1ccc(S(=O)(=O)N(C)c2ccccc2OC)cc1 : A549 tox: -2%; Nrf2 block: -16%; IL-1B inflam inh: -4; MCF10A rerep: 10%; ATXN2 expr inh: -14%; Nrf2 ARE act: -0.6%; TGFb SMAD3 inh: 8%; S2 tox: i; HepG2 viability: 13%
Results for COc1ccc(-c2cc3ccc(O)c(CN4CCCC(C)C4)c3oc2=O)cc1OC (stereo not given) : A549 tox: 19%; Nrf2 block: /; IL-1B inflam inh: /; MCF10A rerep: /; ATXN2 expr inh: 6%; Nrf2 ARE act: -0.3%; TGFb SMAD3 inh: 6%; S2 tox: /; HepG2 viability: -26%

Further records
No.	compound	A549 tox	Nrf2 block	IL-1B inflam inh	MCF10A rerep	ATXN2 expr inh	Nrf2 ARE act	TGFb SMAD3 inh	S2 tox	HepG2 viability
16	COC(=O)c1ccsc1NC(=O)CN1CCN(c2ccc(F)cc2)CC1	-3%	/	-2	16%	-7%	2.2%	?	i	0%
17	COc1ccc(CC(=O)OCC(=O)NCc2ccc(C)cc2)cc1OC	-3%	-10%	22	1%	7%	-0.3%	-9%	i	-4%
18	COC(C[C@H]1O[C@@H]1[C@@H](O)COCc1ccccc1)OC	-4%	11%	20	38%	12%	-1.2%	13%	i	-5%
19	Clc1ccc(CSc2nnc([C@@H]3CCCN3)o2)cc1Cl	-2%	/	21	16%	0%	4.2%	3%	i	6%
20	Cn1ccc2c([N+](=O)[O-])cccc2c1=O	0%	-10%	0	0%	-1%	-0.6%	-1%	i	13%
21	C=CCN(CC=C)c1nc2ccccc2nc1C(C#N)C(=O)OCCOC (stereo not given)	-15%	/	?	9%	-6%	8.0%	-3%	?	-1%
22	Cc1cc(C(=O)OCC(=O)NC(C)c2ccc(F)cc2)c(C)o1 (stereo not given)	0%	1%	0	2%	-7%	0.1%	?	i	2%
23	CCCn1c(SCc2nc3ccccc3s2)n[nH]c1=O	4%	?	102	0%	109%[activator]	9.7%	19%	i	-28%
24	COc1cccc(NC(=O)Cn2cnc3sc(C)c(S(=O)(=O)N4CCCCC4)c3c2=O)c1	-3%	7%	-13	-6%	5%	-0.2%	9%	i	-18%
25	CCOC(=O)c1c(C)[nH]c(C(=O)COC(=O)COc2ccccc2C=O)c1C	-6%	6%	20	15%	-17%	0.4%	18%	i	22%
26	COC(=O)C1=C(N)Oc2cc(C)n(CC3CCCO3)c(=O)c2C1c1ccc(Cl)cc1 (stereo not given)	2%	-9%	-3	17%	-1%	0.5%	?	i	4%
27	CS(=O)(=O)c1ccc2nc(NC(=O)Nc3ccc(Cl)cc3)sc2c1	-1%	7%	5	-1%	-2%	0.0%	-33%	i	-9%
28	CC1CCN(c2ccc(-c3cccc(NS(=O)(=O)c4ccc(Cl)s4)c3)nn2)CC1	-3%	/	/	/	20%	1.1%	?	?	-4%
29	COc1ccccc1/C=C/C(=O)OCC(=O)NCc1ccc2c(c1)OCO2	-1%	-10%	-17	2%	/	0.2%	-4%	/	-16%
30	COc1ccc(-c2cc(C(F)F)n3ncc(C(=O)Nc4c(C)n(C)n(-c5ccccc5)c4=O)c3n2)cc1	4%	?	1	9%	-11%	0.4%	6%	i	-1%
31	CCC(=O)Nc1ccccc1-c1nc2ccccc2n(C(CC)C(=O)Nc2cccc(C(C)=O)c2)c1=O (stereo not given)	12%	?	/	/	/	-0.1%	?	/	1%
32	Cc1nc(C(F)(F)F)ccc1C(=O)N1CCC1(C)C(=O)NS(=O)(=O)c1ccc(C#N)cc1 (stereo not given)	/	/	0	/	4%	-0.2%	20%	i	28%
33	Cc1ccc(-n2ncc3c(NCCc4ccc(S(N)(=O)=O)cc4)ncnc32)cc1	-13%	/	/	/	-8%	6.1%	-1%	i	-10%
34	CCCC12CN3CC(C)(CN(C1)C3c1cn(CC)c3ccccc13)C2=O (stereo not given)	-1%	0%	/	/	5%	0.4%	-11%	i	-3%
35	S=c1[nH]c(-c2ccccc2)cn1/N=C/c1cccs1	-12%	?	31	?	23%	?	-21%	i	4%
36	CCn1c(CNc2ccc(Cl)cc2)nnc1SCc1ccc(Cl)cc1	?	23µM*	-2	7%	-32%	0.4%	?	i	-27%
37	COCCn1c(-c2ccc(OC)cc2)c(-c2ccc(OC)cc2)oc1=O	9%	?	?	4%	7%	0.3%	2%	i	5%
38	CCCn1c(SCc2nc(-c3cc(OC)ccc3OC)no2)nnc1-c1ccc(Cl)cc1	?	-13%	/	/	0%	0.4%	?	?	-20%
39	O=[N+]([O-])c1ccc(S(=O)(=O)NCC(c2ccc3c(c2)OCO3)N2CCOCC2)cc1 (stereo not given)	/	/	5	/	/	0.0%	3%	i	-11%
40	Cc1c(Cl)cccc1NC(=O)CCS(=O)(=O)c1ccc2c(c1)CC(=O)N2C	10%	?	/	/	9%	3.7%	?	i	-13%
41	Cc1cccc(CNS(=O)(=O)c2ccc3[nH]c(=O)ccc3c2)c1	15%	/	/	/	13%	0.5%	5%	i	-4%
42	CCC(=O)NC(NC(=S)Nc1ccccc1Br)C(Cl)(Cl)Cl (stereo not given)	-4%	6%	11	5%	-1%	0.0%	-17%	i	5%
43	O=C(c1ccc(CS(=O)c2ccccc2Cl)o1)N1CCN(c2cccc(Cl)c2)CC1 (stereo not given)	-20%	?	/	/	/	-1.8%	?	/	-34%
44	COC(=O)c1[nH]c2ccc(Cl)cc2c1NC(=O)CN1CCC(C(N)=O)CC1	3%	4%	25	1%	9%	0.1%	-4%	i	10%
45	O=C(c1ccccc1)c1coc2ccc(O)c(CN3CCOCC3)c12	1%	4%	-5	1%	-6%	-0.2%	1%	i	-3%
46	COCCNC(=O)/C(C#N)=C/c1c(N2CCCCCC2)nc2c(C)cccn2c1=O	-16%	-18%	-21	-2%	-13%	0.0%	-22%	i	-31%
47	COc1ccc(CNC(=O)C2CCN(S(=O)(=O)c3c(C)n[nH]c3C)CC2)cc1	-16%	/	-13	-2%	4%	-0.2%	0%	i	29%
48	Cc1ccc(NC(=O)CSc2nnc(CNC(=O)c3ccco3)o2)cc1	5%	-8%	15	1%	-7%	0.1%	2%	i	7%
49	O=[N+]([O-])c1ccc2nc[nH]c2c1	1%	5%	-10	1%	4%	-0.3%	8%&5%	i	-3%&3%
50	Cc1ccc(C2CC(c3ccccc3)=NN2c2ccccc2)o1 (stereo not given)	18%	9%	-8	18µM*	16%	-0.4%	?	i	-20%
51	O=C(C[n+]1ccn(-c2ccccc2)c1)c1ccc([N+](=O)[O-])cc1	1%	?	54	?	-32%	1.0%	?	i	-45%
52	O=[N+]([O-])c1ccc(CSc2nnc(Cc3ccccc3)o2)cc1	-10%	-20%	-5	5%	-18%	-1.1%	-18%	i	-77%
53	CC1CC(C)CN(S(=O)(=O)c2ccc(NC(=S)NC(=O)c3ccccc3)cc2)C1 (stereo not given)	-5%	1%	8	1%	-24%	-0.5%	-16%	?	7%
54	C[C@H]1CN([C@@H](C)CO)C(=O)c2cccc(NC(=O)C3CC3)c2O[C@H]1CN(C)S(=O)(=O)c1cccs1	9%	25%	-18	19%	10%	4.4%	15%	i	-5%
